S1P1 ag pot – S1P1 agonists and agonism potentiators, primary screen, cell-based, primary and confirmation screens, CRE-bla reporter. Sphingosine 1-phosphate receptor 1 (Homo sapiens), P21453. S1P1 CRE-bla cells, forskolin, beta-lactamase FRET, potentiator mode; S1P1 agonist co-added at EC20, 2 nM; 100% = saturating reference agonist, 0% = basal. activation, % at 9.5 µM. 56,000 tested, 0.57% active;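 active means activation above a cutoff set at the mean activation of all tested compounds plus 3 SD, cut at about 54% in these data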;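 further: forskolin at 4 µM as EC80 and the EC20 agonist is SEW2871; 100% = SEW2871 at its EC100 plus forskolin at EC80; some compounds past the cut are filed as inactive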
M1 ag – M1 muscarinic receptor agonists, primary screen, CHO-M1 cells, Fluo-4 calcium, agonist mode. B-score at 10 µM. 64,000 tested, 3% active. Fluo-4 calcium fluorescence; active compounds read high;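 active means fluorescence rise, raw or as B-score row- and column-corrected plate score, outside the 99.7% band of its plate's samples, either direction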
M1 antagonist – antagonists of rat M1 muscarinic receptor; Muscarinic acetylcholine receptor M1 (Rattus norvegicus), P08482; 64,000 tested, 3.4% active; B-score at 10 µM; AID 628, 2007; CHO-M1 cells, Fluo-4 calcium, ACh EC80 antagonist mode; active compounds read low;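 active means calcium fluorescence response, raw or row-and-column corrected B-score, differing from the plate sample mean either way at a set confidence level, mostly lower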
TNAP act DEA – human TNAP enzyme activators, primary screen, biochemical, luminescent, intermediate phosphate acceptor level; purified TNAP, CDP-star luminescence, 100 mM DEA, 30 min; active compounds read high; scale: 0 levamisole-inhibited, 1 vehicle-only enzyme; 64,000 tested, under 10 active; activation factor at 20 µM;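 active means activation factor of at least 2 at 20 µM, relative to controls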
D1 mod – D1 CRE-luciferase signal change, two-sided – cell-based, HEK293 D1, dopamine EC30, D1 allosteric modulator project, primary screen; dopamine EC30 potentiation; actives deviate in either direction; B-score at 10 µM; 58,000 tested, 5.9% active; D(1A) dopamine receptor (Homo sapiens), P21728;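 active means luminescence count or its row- and column-corrected plate score outside the 99.7% band of the plate's sample wells, on either side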
E coli RNAP – E. coli RNAP inhibitors, biochemical. DNA-directed RNA polymerase subunit beta (Escherichia coli (strain K12)), P0A8V2. E. coli RNA polymerase, fluorescence transcription assay. inhibition, %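 (tested at 10 µM)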. 62,000 tested, 0.2% active. AID 559, 2006; in the data active means inhibition above about 20%;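 further: 0% = enzyme without compound and 100% = no enzyme blank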
Target sequence (P0A8V2 whole entry, looked up): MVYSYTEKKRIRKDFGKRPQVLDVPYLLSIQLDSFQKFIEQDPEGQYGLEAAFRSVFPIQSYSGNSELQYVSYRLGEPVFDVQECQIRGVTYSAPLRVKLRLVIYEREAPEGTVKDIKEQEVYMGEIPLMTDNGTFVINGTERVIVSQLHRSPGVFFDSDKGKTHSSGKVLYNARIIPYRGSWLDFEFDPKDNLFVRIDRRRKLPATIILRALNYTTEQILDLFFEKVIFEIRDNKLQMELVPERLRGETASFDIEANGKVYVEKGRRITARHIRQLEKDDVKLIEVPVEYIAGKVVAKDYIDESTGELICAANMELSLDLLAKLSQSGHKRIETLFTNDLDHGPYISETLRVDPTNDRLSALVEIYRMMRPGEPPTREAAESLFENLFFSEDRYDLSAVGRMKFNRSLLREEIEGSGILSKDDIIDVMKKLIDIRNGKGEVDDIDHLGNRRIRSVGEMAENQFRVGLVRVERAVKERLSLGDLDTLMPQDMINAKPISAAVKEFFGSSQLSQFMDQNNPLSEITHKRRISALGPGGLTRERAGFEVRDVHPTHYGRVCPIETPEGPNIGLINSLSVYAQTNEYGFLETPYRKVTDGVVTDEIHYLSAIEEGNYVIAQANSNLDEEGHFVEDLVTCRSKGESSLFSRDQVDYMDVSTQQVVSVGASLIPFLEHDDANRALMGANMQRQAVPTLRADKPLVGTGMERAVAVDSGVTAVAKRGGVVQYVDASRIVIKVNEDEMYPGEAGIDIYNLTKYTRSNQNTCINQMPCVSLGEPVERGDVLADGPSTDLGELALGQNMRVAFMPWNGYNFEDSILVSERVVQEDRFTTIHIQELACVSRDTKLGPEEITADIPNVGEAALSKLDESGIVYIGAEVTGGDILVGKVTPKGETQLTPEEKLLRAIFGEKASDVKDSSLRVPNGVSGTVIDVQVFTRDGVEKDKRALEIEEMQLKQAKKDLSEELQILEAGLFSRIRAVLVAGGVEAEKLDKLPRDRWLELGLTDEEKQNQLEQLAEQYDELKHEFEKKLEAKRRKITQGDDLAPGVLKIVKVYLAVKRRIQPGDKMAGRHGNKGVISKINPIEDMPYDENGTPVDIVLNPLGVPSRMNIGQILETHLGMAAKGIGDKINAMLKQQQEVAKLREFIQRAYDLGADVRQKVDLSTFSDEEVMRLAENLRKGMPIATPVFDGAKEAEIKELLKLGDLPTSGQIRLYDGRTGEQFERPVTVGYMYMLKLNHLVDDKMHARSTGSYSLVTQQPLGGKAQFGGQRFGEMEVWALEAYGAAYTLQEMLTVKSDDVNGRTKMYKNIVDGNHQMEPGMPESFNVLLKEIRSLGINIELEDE
HEK293 NFkB inh – inhibitors of PMA/ionomycin-induced NF-kB reporter, primary screen, antigen receptor NF-kB inhibitor project, cell-based, HEK-293 luciferase reporter, luminescence; HEK-293 NF-kB luciferase reporter; inhibition, % at 3 µM; 62,000 tested, 0.21% active;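 active means inhibition above the mean of all tested compounds plus 3 SD, cut at about 40% in these data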;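 further: 0% = stimulated DMSO wells and 100% = 10 µM reference inhibitor 5653914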
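System: NF-kB luciferase reporter HEK-293 cells | Replication: Single test | Control set: DMSO vs reference inhibitor | Evaluation: % inhibition | Schedule: 1 h pretreatment, 16 h stimulation, 37 °C | Probe or stimulus: PMA with ionomycin | Compound dosing: One dose, 3 µM | Detection: Luciferase luminescence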
S1P3 ag – human S1P3 receptor agonists, primary screen, cell-based, primary and confirmation, NFAT-BLA reporter; Sphingosine 1-phosphate receptor 3 (Homo sapiens), Q99500; S1P3 NFAT-BLA reporter cells, agonism, FRET ratio; relative to 1 µM S1P, basal subtracted; activation, % at 4.5 µM; 60,000 tested, 0.1% active;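 active means activation above the screen-wide mean plus 3 SD, cut at about 4.5% in these data, passing the limit was not always enough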; further: some compounds called inactive have numbers as strong as hits
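Benchmarks: high control 1 µM S1P / System: stable CHO line with human S1P3, Gα16, NFAT-BLA reporter / Dosing: single compound concentration, 4.5 µM final / Timing: 4 h compound at 37 °C, 2 h substrate at RT / Measured by: FRET β-lactamase substrate fluorescence, excitation 405 nm, 460/535 nm emission ratio, background-subtracted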
Jurkat viability – cytotoxicity toward Jurkat T cells, primary screen, cytotoxicity control, cell-based, Jurkat E6.1, 60K MLSMR library; Jurkat E6.1 viability, ATP luminescence, 48 h; inhibition, % at 4 µM; 56,000 tested, 1.2% active;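 active means inhibition above the mean inhibition of all tested compounds plus 3 SD, cut at about 28% in these data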
* hit, by the source's call; . = no result given. The order is random, and some 12% of all compounds hit somewhere here.

SMILES	S1P1 ag pot	M1 ag	M1 antagonist	TNAP act DEA	D1 mod	E coli RNAP	HEK293 NFkB inh	S1P3 ag	Jurkat viability
CCOC(=O)c1[nH]c2cc(OC)c(OC)cc2c1NC(=O)CN1CCN(C)CC1	-1	-0.085	-0.67	1	1.7	-2	8	-1.1	-2
CC(=O)Nc1ccc(S(=O)(=O)NCCc2cc3c(C)ccc(C)c3[nH]c2=O)cc1	-3	1.1	-0.035	1	-0.31	3	8	0.3	-7
Cn1ccnc1C(O)c1cc(C(C)(C)C)c(O)c(C(C)(C)C)c1 (configuration not stated)	19	0.065	-1.4	1.1	0.49	10	12	-0.6	0
COc1ccccc1NC(=O)CSc1nnnn1C	2	-0.056	0.36	0.9	0.15	4	10	-0.3	3
O=C(NCCCN1CCC(Cc2ccccc2)CC1)C1CCN(S(=O)(=O)N2CCOCC2)CC1	-15	-0.41	-1.9	0.9	-0.67	7	-20	-0.3	-10
CCOC(=O)Cc1ccc(NS(=O)(=O)c2ccc(SC)cc2)cc1	39	-1.5	-0.24	0.8	1.2	10	4	1.1	6
Cc1c(NC(=O)NCc2ccccc2)c(=O)n(-c2ccccc2)n1C	.	0.66	-0.36	0.9	-0.49	3	1	-0.8	-1
COc1ccc(CNc2nc3c(c(=O)n(Cc4ccc(F)cc4)c(=O)n3C)n2C)cc1	-18	0.26	-0.15	1	-1.2	11	0	-0.2	0
CCNS(=O)(=O)c1cc(S(C)(=O)=O)ccc1Cl	-7	-0.041	0.051	0.9	0.72	3	8	-1.0	7
CCn1c(=N)c(C(=O)OC)cc2c(=O)n3ccccc3nc21	-17	4.8*	0.21	1.1	0.013	-23	13	0.1	-2
COc1ccc(NC(=O)Nc2nnc(N3CCC(C)CC3)s2)cc1OC	8	5e-05	-0.52	0.9	-0.61	-1	0	-1.0	-11
CCn1c(SCc2nc3ccccc3[nH]2)nnc1-c1cccs1	1	-1.5	-0.49	1.1	0.038	5	2	-0.9	10
CC(=O)C1C(c2ccncc2)NC(=O)NC1(O)C(F)(F)F (configuration not stated)	4	0.3	0.32	0.9	.	10	17	0.3	-2
CN(C)S(=O)(=O)c1cccc(C(=O)C2=C3SC=C(c4ccccc4)N3CC2)c1	.	0.094	0.14	0.9	-1.8	13	30	.	.
COc1ccc(C2N(C(=O)c3ccccc3)CCN2C(=O)c2ccccc2)cc1	-11	-0.84	0.35	0.9	0.11	8	7	0.2	-10
Cc1ccccc1NC(=O)CSc1nnnn1C	16	-0.54	1.5	1.1	.	-2	4	0.9	5
CCOC(=O)c1nnn(CC(=O)Nc2cc(F)ccc2F)c1C(=O)OCC	.	-0.63	-0.26	1	0.71	7	16	.	.
O=C(NC1CCC(NC(=O)C(F)(F)C(F)F)CC1)C(F)(F)C(F)F (configuration not stated)	-14	-1.2	0.1	1	-3.2*	8	15	-0.3	4
Cc1nn(Cc2ccc(Cl)cc2)c(C)c1NC(=O)c1cc(-c2ccco2)on1	65	-0.78	-1.4	0.9	-0.71	-1	5	-0.4	16
O=C(CCC1CCCCC1)NCc1ccncc1	.	-1.3	-1.5	1	-0.068	-7	19	-1.3	5
CCc1ccc(C2CC(=O)N3CN(c4ccccc4)CSC3=C2C#N)cc1 (configuration not stated)	-12	0.33	-0.036	0.9	0.0032	-2	12	-0.4	0
CCOC(=O)CCc1c(C)nc2cc(-c3ccccc3OC)[nH]n2c1=O	-2	-0.053	2.1*	0.9	.	1	6	-0.3	-1
CN(C)c1ccc(/C=c2\sc3n(c2=O)CCCN=3)cc1	-5	-0.012	0.63	0.8	-0.61	6	-39	-1.2	4
COc1ccccc1COCC(O)CNCC1(N2CCCCC2)CCCCC1 (configuration not stated)	-10	-0.031	-0.78	0.9	-0.55	-1	-11	-0.7	4
COc1cc2c(cc1OC)C(c1cccs1)NCC2 (configuration not stated)	.	-0.47	0.45	0.9	0.63	5	14	.	.
COc1ccc(Cc2nnc(NC(=O)c3c(-c4ccccc4)noc3C)s2)cc1OC	-20	0.59	1.5	0.9	.	6	10	-0.2	-4
NC(=O)CCn1nc(-c2ccc(Cl)cc2)c2ccccc2c1=O	0	0.89	0.8	1	0.69	2	8	-1.1	2
CCCCCCn1c(SCC(C)C)nc2c1c(=O)[nH]c(=O)n2C	8	-0.41	0.85	0.9	27*	10	20	0.0	0
Cc1ccc2[nH]c(=O)c(C(c3nnnn3CC3CCCO3)N3CCOCC3)cc2c1 (configuration not stated)	-4	-0.035	0.061	0.9	-0.42	6	15	-1.1	5
Cc1c(Cl)cccc1NC(=O)CSCC(N)=O	6	1.2	-0.34	0.9	-0.19	1	7	-0.5	5

Rewritten field by field: entries from further up
Molecule: NC(=O)CCn1nc(-c2ccc(Cl)cc2)c2ccccc2c1=O
  S1P1 ag pot: 0; M1 ag: 0.89; M1 antagonist: 0.8; TNAP act DEA: 1; D1 mod: 0.69; E coli RNAP: 2; HEK293 NFkB inh: 8; S1P3 ag: -1.1; Jurkat viability: 2
Molecule: COc1ccc(Cc2nnc(NC(=O)c3c(-c4ccccc4)noc3C)s2)cc1OC
  S1P1 ag pot: -20; M1 ag: 0.59; M1 antagonist: 1.5; TNAP act DEA: 0.9; D1 mod: .; E coli RNAP: 6; HEK293 NFkB inh: 10; S1P3 ag: -0.2; Jurkat viability: -4

(list continues)
SMILES	S1P1 ag pot	M1 ag	M1 antagonist	TNAP act DEA	D1 mod	E coli RNAP	HEK293 NFkB inh	S1P3 ag	Jurkat viability
Nc1cccc(C(=O)Nc2ccccc2Cl)c1	-9	-0.42	0.37	0.9	0.059	4	7	-0.7	4
Cc1nc2ncnn2c(C)c1CCC(=O)NCc1ccccc1	-3	-0.52	-0.91	1	0.59	1	-3	-0.2	-6
CCOc1ccc(OCCN2C(=O)NC3(CCCc4ccccc43)C2=O)cc1 (configuration not stated)	-32	-0.12	0.0095	1	-0.37	-3	18	-1.0	6
COc1ccc(NC(=O)Cn2nnc(-c3ccccc3N)n2)cc1OC	-14	0.75	-1	0.9	1.3	-9	14	-0.6	1
CCOC(=O)c1sc(Nc2nc3c(OC)cccc3s2)nc1C	-164	0.18	-0.003	0.9	-0.61	-34	-4	0.2	2
COCC(=O)NCc1ccc2c(c1)cc(C)n2C	8	0.1	-0.4	.	.	.	24	-1.8	3
CCC(C)NC(=O)CC(NS(=O)(=O)c1ccc(Cl)cc1)c1ccco1 (configuration not stated)	2	.	.	1	.	-8	17	-0.6	1
Cc1ccc(NC2=NCC(=O)N2Cc2ccc3c(c2)OCO3)c(C)c1	-3	-1	0.22	0.9	.	-5	4	2.2	-5
Cc1cccc(OCCCCCNCCO)c1	-15	1.5	0.18	0.9	-0.29	7	12	0.3	-3
CCOC(=O)CSc1ncnc2c1cnn2-c1ccc(Cl)cc1	8	-0.52	-0.015	1	-0.4	6	3	-1.2	-4

Some of the entries so far, in markdown:
| SMILES | S1P1 ag pot | M1 ag | M1 antagonist | TNAP act DEA | D1 mod | E coli RNAP | HEK293 NFkB inh | S1P3 ag | Jurkat viability |
| --- | --- | --- | --- | --- | --- | --- | --- | --- | --- |
| Cc1nc2ncnn2c(C)c1CCC(=O)NCc1ccccc1 | -3 | -0.52 | -0.91 | 1 | 0.59 | 1 | -3 | -0.2 | -6 |
| CCOc1ccc(OCCN2C(=O)NC3(CCCc4ccccc43)C2=O)cc1 (configuration not stated) | -32 | -0.12 | 0.0095 | 1 | -0.37 | -3 | 18 | -1.0 | 6 |
| COc1ccc(NC(=O)Cn2nnc(-c3ccccc3N)n2)cc1OC | -14 | 0.75 | -1 | 0.9 | 1.3 | -9 | 14 | -0.6 | 1 |
| CCOC(=O)c1sc(Nc2nc3c(OC)cccc3s2)nc1C | -164 | 0.18 | -0.003 | 0.9 | -0.61 | -34 | -4 | 0.2 | 2 |

Next records follow.
SMILES	S1P1 ag pot	M1 ag	M1 antagonist	TNAP act DEA	D1 mod	E coli RNAP	HEK293 NFkB inh	S1P3 ag	Jurkat viability
COc1ccc(OC)c(CNc2nc3ccccc3n2CCN2CCCCC2)c1	3	.	.	0.9	-1	.	7	-2.1	2
CC(=O)CCS(=O)(=O)c1ccc(C)c(C)c1	-7	0.53	0.021	0.9	1.9	-7	21	-3.0	7
O=C1C2CC=CCC2C(=O)N1CC1CCCO1 (configuration not stated)	.	-0.8	0.61	1	0.5	-4	7	-0.3	-2
Cn1c(=O)c2c(SC3CCCC3)nc(C3CC3)nc2n(C)c1=O	-16	-0.33	-0.0057	0.9	2.4	7	13	-0.2	-2
O=c1oc2ccccc2c(O)c1/C=N/c1ncccn1	30	-0.063	0.19	1	0.33	-2	-3	0.1	0
O=c1[nH]c(CSc2nnc(-c3ccco3)n2-c2ccccc2)nc2sc3c(c12)CCC3	-42	0.014	1	0.8	0.48	4	7	-0.4	-2
O=c1oc2ccccc2cc1NCc1ccccc1O	-13	-1.1	-1.2	0.9	-0.47	7	15	-0.3	41*
COc1ccc(C)cc1-n1c(-c2ccncc2)n[nH]c1=S	27	-0.13	-0.14	0.9	-0.46	4	9	-0.9	6
CC(=O)Nc1cc(C(=O)c2ccccc2)ccc1N1CCOCC1	-4	0.22	1.1	0.9	0.3	8	5	-0.2	-5
COc1ccc(Br)cc1C(=O)Nc1cccc(-c2nnc(-c3ccco3)o2)c1	-3	-0.31	-0.22	0.9	-0.024	10	9	-1.2	-5
O=C(CSc1nc(-c2ccco2)cc(C(F)(F)F)n1)NCCCn1ccnc1	-23	10*	-0.93	0.8	0.035	3	14	-1.3	-1
COc1ccc(O)c(C2NC(CC(C)C)(C(=O)O)C3C(=O)N(Cc4ccccc4)C(=O)C23)c1 (configuration not stated)	-22	0.042	0.45	1	0.56	2	22	-0.5	6
C=CCNc1nc2c(c(=O)n(C)c(=O)n2C)n1CC(=C)C	6	-2.1	0.078	1	-0.015	7	16	-0.9	4
CCSC1=C(C#N)C(c2cccc(O)c2)CC(=O)N1 (configuration not stated)	-10	0.39	0.28	0.9	-0.0046	3	13	0.0	6
N/C(CN1CCCC1=O)=N\O	12	-0.24	1.2	0.8	-0.37	1	0	-0.6	-6
CNC(=O)C1CC(=O)N(c2ccc(C)cc2)C1 (configuration not stated)	-8	0.19	0.54	0.9	0.063	2	-5	-1.5	-2
CCOC(=O)c1sc(NC(=O)C2CC2)cc1C	1	-0.52	0.02	0.6	-3	10	4	-0.4	-2
Cc1ccc(S(=O)(=O)N(C)CCCC(=O)NCc2ccc3c(c2)OCO3)cc1	11	-0.039	-4.1e-05	0.9	0.4	0	4	-0.9	8
